# HEK293 tox = cytotoxicity in counter-screen for GLP-1R inverse agonists; HEK293 cAMP-luciferase reporter cells, luminescence, 24 h; Potency, µM (top dose mostly 38.3 µM), for inactives: at the top dose activity change, negative = inhibition, actives largely listed as inhibitors; 410,000 tested, 0.13% active;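 further: loss of luciferase light is scored as toxicity; potency means the concentration at half of the fitted maximal effect; on the % scale 0 is the no-effect control and ±100 the full control effect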
#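 Luminescence readout: signal drop marks cytotoxicity. Plated cells grew 12 h at 37 °C, 5% CO2, received 23 nL compound for 24 h, then got luciferase reagent, read after 12 min at RT.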
# PI5P4Ka inh = inhibitors of human PI5P4K alpha; AID 652105; PI5P4Kalpha enzyme, ADP-Glo luminescence, 60 min; stronger effect = lower value; P48426; max response, %; 330,000 tested, 1.2% active; active means max response of -50% or lower; inconclusive means between -30% and -50%; inactive means -30% or higher; further: value at the top dose of about 77 µM; on the % scale 0 is the no-effect control and ±100 the full control effect
# Target sequence (P48426 whole entry, looked up): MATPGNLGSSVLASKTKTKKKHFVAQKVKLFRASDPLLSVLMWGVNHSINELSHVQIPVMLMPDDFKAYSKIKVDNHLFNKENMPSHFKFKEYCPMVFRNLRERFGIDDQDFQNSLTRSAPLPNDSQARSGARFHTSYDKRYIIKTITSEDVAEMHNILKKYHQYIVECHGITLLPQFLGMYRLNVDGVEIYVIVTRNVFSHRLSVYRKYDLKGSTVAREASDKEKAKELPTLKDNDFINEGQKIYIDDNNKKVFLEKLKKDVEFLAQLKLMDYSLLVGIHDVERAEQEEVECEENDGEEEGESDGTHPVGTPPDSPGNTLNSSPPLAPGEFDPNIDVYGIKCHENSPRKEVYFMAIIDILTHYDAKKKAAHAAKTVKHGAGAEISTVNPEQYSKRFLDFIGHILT
#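 ADP-Glo luminescence end-point after a 60 min room-temperature kinase reaction. PI5P4Kalpha and substrate in HEPES pH 7.4 buffer with EGTA, 0.1% CHAPS and 5% DMSO; ATP at 5 microM final.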
# GLP-1R agonist = activates the human GLP-1 receptor | P43220 | HEK293 GLP-1R CRE-luciferase, luminescence, 4-6 h; cells express a hypersensitive GLP-1R form | Potency, µM (titrated, usually from 45.6 µM), for inactives: at the highest dose activation, most hits filed as activators | 380,000 tested, 0.007% active | AID 624172; further: potency means the concentration at half of the fitted maximal effect; % of control where 0% means no effect
# PLK1 PBD inh = blocks phosphopeptide binding to human PLK1 polo-box domain; Plk1 PBD binding of FITC phosphopeptide, fluorescence polarization; Potency, µM, without a hit: max response, negative = inhibition, usual class: inhibitors; 360,000 tested, 2.8% active; AID 720504; further: potency means the concentration at half of the fitted maximal effect; series mostly up to about 57 µM; on the % scale 0 is the no-effect control and ±100 the full control effect; nearly all actives have a fitted effect of over 65% in size
# Target sequence (P53350 whole entry, looked up, the tested form may be a part): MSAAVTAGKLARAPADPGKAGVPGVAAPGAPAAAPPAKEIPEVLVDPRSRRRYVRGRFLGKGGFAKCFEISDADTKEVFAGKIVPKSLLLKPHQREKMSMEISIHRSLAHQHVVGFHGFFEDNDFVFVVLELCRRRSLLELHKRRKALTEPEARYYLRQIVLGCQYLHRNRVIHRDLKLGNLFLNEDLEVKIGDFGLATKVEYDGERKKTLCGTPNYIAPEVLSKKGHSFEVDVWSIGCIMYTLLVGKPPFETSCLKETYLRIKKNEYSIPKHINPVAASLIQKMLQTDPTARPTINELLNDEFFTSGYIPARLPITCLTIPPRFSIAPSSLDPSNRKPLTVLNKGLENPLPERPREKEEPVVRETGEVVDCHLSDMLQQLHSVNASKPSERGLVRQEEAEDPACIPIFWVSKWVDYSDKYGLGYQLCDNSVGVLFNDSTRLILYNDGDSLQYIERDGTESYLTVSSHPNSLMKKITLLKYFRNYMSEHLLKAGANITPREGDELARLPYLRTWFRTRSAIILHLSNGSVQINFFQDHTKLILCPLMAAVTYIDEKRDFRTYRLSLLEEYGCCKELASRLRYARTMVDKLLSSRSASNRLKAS
# D3 antag = D3 dopamine receptor (human) antagonism | P35462 | D3R cells, DiscoveRx beta-arrestin luminescence, antagonist mode; stronger effect = lower value | max response, negative = inhibition, % | 360,000 tested, 2.5% active; in the data active means max response below about -50%; inconclusive means no clear call, values can overlap the other calls; further: on the % scale 0 is the no-effect control and ±100 the full control effect; mostly tested at two doses, the higher about 12 µM
#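 Cells expressing the human receptor were seeded at 1500 cells/well, incubated overnight at 37 degrees C in 5% CO2, then exposed to library compounds with dopamine controls for 90 minutes at 37 degrees C before luminescent detection.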
# GLP-1R inv ag = acts as inverse agonist at human GLP-1 receptor | HEK293 GLP-1R CRE-luciferase, luminescence, 24 h; GLP-1R form is constitutively active | Potency, µM (doses to about 38.3 µM), for the others: top-dose activity change, negative = inhibition, most hits filed as inhibitors | 410,000 tested, 1.6% active | AID 624417; further: potency means the concentration at half of the fitted maximal effect; on the % scale 0 is the no-effect control and ±100 the full control effect; nearly all actives have a fitted effect of over 55% in size
#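 GLP-1R inverse agonism mode: basal reporter luminescence in engineered HEK293 cells measured after one day of compound exposure at 37 deg C, with a 12 min room-temperature detection step.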
# WRN inhibitor = inhibitors of human WRN helicase | Q14191 | 360,000 tested, 0.46% active | Potency, µM (top dose mostly 114 µM), without a hit: top-dose activity change, negative = inhibition, hits mostly inhibitors | WRN helicase unwinding, fluorescent forked duplex, kinetic; further: potency means the concentration at half of the fitted maximal effect; on the % scale 0 is the no-effect control and ±100 the full control effect; nearly all actives have a fitted effect of over 55% in size
#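 Kinetic fluorescence helicase assay: unwinding of a quenched forked DNA duplex (100 nM final) with 2 mM ATP final raises red fluorescence (525/598 nm). Compounds sat 15 min at room temperature with 20 nM WRN beforehand.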
# DRD3 agonist = activates the human D3 dopamine receptor | P35462 | D3R DiscoveRx beta-arrestin cells, luminescence, 90 min | max activation, % | 410,000 tested, 0.58% active | AID 652048; in the data active means max activation above about 30%; further: 0% is about no effect; mostly tested at two doses, the higher about 12 µM
#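 Agonist mode: compounds and dopamine controls were applied to plated cells for 90 min at 37 degrees C after an overnight attachment at 1500 cells/well. Luminescent read-out followed 30 - 60 minutes at room temperature with DiscoveRx detection reagent.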
# IL2 activator = activators of IL-2. activation, % (series mostly up to about 46 µM). AID 652025. 360,000 tested, 0.065% active. IL-2 activation reporter assay, cell-based qHTS; stimulated with anti-CD3/CD4/CD28 beads; in transgenic mouse T cells; in the data active means activation above about 50%; inconclusive means mostly about 30% to 49%; further: 0% is about no effect
#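 Unstimulated transgenic mouse T cells; 60-min compound exposure; bead-based TCR/CD4/CD28 stimulation; 18 h culture, 37 degrees C; dual fluorescence (EGFP, DsRed) plate cytometry.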
# * hit, by the source's call; ? = inconclusive; · = no result given; & = joins results of further samples; [ ] = remark or other dose. Unless noted, the call rests on the fitted dose curve; in most records, active means well fitted curve in the direction sought with a large enough effect; inconclusive means small, poorly fitted or top-dose-only effect, or another doubt; inactive means no such curve, though single readings can be large; an effect the other way counts as inactive or inconclusive.
SMILES,HEK293 tox,PI5P4Ka inh,GLP-1R agonist,PLK1 PBD inh,D3 antag,GLP-1R inv ag,WRN inhibitor,DRD3 agonist,IL2 activator
CCN(/C=N/S(=O)(=O)c1ccc(Cl)cc1)CC,5%,-5,3%,-1%,-6,9%,4%,2,-0.5
COc1ccccc1-c1cc(N)n[nH]1,5%,4,4%,?,-5,18%,13%,-1,-0.1
Cc1cccc(N2CCN(C(=O)CS(=O)(=O)c3cccc4nsnc34)CC2C)c1 (stereo unspecified),5%,·,5%,·,·,-36%,·,7,·
NC(N)=N/N=C/c1ccccc1,-9%,·,9%,-2%,?,0%,-12%,-8,0.3
COc1cc(C(=O)Nc2cccc(-n3cnnn3)c2)cc(OC)c1OC,-3%,11,-1%,-10%,20,5%,2%,-6,0.0
Cc1cc(Nc2ccccc2)nc2cc(O)ccc12,1%,0,5%,-9%,-11,?,-7%,-4,0.1
CCCCC(CC)C(=O)Nc1cc(=O)[nH]c2nc3ccccc3n12 (stereo unspecified),5%,-1,-3%,-4%,-11,21%,-2%,-2,-1.9
CN(C)S(=O)(=O)c1ccc(C(=O)Nc2ccccc2[N+](=O)[O-])cc1,-23%,1,6%,-8%,3,30%[activator],4%,-5,0.1
C=CCn1c(SCc2cc(=O)n3ccsc3n2)nc2sc(C)c(C)c2c1=O,-5%,·,0%,-16%,-15,5%,-11%[57.1 µM],-11,-2.1
Cc1nc(-c2ccc(S(=O)(=O)N3CCN(c4ccccc4F)CC3)cc2)co1,2%,·,-1%,·,·,-27%,·,-1,·

# Taken from above, 4 compounds:
SMILES,HEK293 tox,PI5P4Ka inh,GLP-1R agonist,PLK1 PBD inh,D3 antag,GLP-1R inv ag,WRN inhibitor,DRD3 agonist,IL2 activator
NC(N)=N/N=C/c1ccccc1,-9%,·,9%,-2%,?,0%,-12%,-8,0.3
COc1cc(C(=O)Nc2cccc(-n3cnnn3)c2)cc(OC)c1OC,-3%,11,-1%,-10%,20,5%,2%,-6,0.0
Cc1cc(Nc2ccccc2)nc2cc(O)ccc12,1%,0,5%,-9%,-11,?,-7%,-4,0.1
CCCCC(CC)C(=O)Nc1cc(=O)[nH]c2nc3ccccc3n12 (stereo unspecified),5%,-1,-3%,-4%,-11,21%,-2%,-2,-1.9

# (more compounds)
SMILES,HEK293 tox,PI5P4Ka inh,GLP-1R agonist,PLK1 PBD inh,D3 antag,GLP-1R inv ag,WRN inhibitor,DRD3 agonist,IL2 activator
COc1ccc(S(=O)(=O)Nc2cc(C)nn2-c2ccccc2)cc1,-9%,0,-20%,-13%,14,-4%,-2%,3,-1.8
COc1ccc(NC(=O)C(Cc2ccccc2)n2cccc2)cc1 (stereo unspecified),1%,2,16%,-16%,-24,?,-4%,-17,-2.3
CC1(C)CC(=O)C(N=Nc2cc(Cl)c(Cl)c(Cl)c2)=C(O)C1,-20%,-2,2%,-7%,-24,-24%,4%,-1,-2.9
O=C(c1ccc(Cl)c([N+](=O)[O-])c1)N1CCN(C(=O)c2ccco2)CC1,-11%,4,6%,-11%,-9,12%,1%,-1,-2.9
CC(C)CCNC(=O)c1onc(CSc2ccccn2)c1C(=O)NCCC(C)C,15%,-2,-2%,27µM*,23,?,-19%,4,-3.5
O=C(Nc1ccc(Br)cc1)c1ccccc1CC[N+](=O)[O-],-4%,4,2%,-1%,?,?,-9%,3,-0.5
CC(=O)Oc1ccc2nc(-c3cccs3)oc(=O)c2c1,72%[activator],2,-9%,-12%,?,4%,-10%,-4,-3.5
CCOC(=O)/C=C1/SCC(=O)N1CC(=O)Nc1cccc(F)c1,4%,0,-1%,-2%,-15,-6%,-21%,-6,0.3
CN(C(=O)c1cccc(C#N)c1)c1nnc(C2CCCO2)s1 (stereo unspecified),1%,-5,-6%,-9%,0,0%,0%,-4,0.7
CCN1C=C(Cc2ccc(F)cc2)C2=C(C1)C(c1ccc(F)cc1)C(C#N)=C(N)O2 (stereo unspecified),-8%,-2,-16%,-19%,?,?,-18%,-24,6.0
CCc1cc(=O)[nH]c(SCc2ccc(C)cc2)n1,-3%,0,4%,-9%,2,36%[activator],-5%,-1,-0.2
Cc1noc(C)c1C1(O)CCCCCCCCCCC1,9%,24,0%,-13%,2,?,0%,3,-0.5
O=C(O)CCn1nnc2ccccc21,-14%,1,-3%,-2%,3,0%,1%,0,-1.3
Cc1ccc(C(=O)N2CCC(C(=O)c3c(C)cc(C)cc3C)CC2)cc1,8%,3,5%,6%,5,?,-6%,2,-0.5
CCOC(=O)C1C(c2ccccc2)C(C(=O)OCC)S(=O)(=O)C(CCN(CC)CC)S1(=O)=O (stereo unspecified),5%,-1,18%,1%,3,-6%,6%,8,-0.4
CCCc1nc2ccccc2n1CC(O)COc1ccc(NC(C)=O)cc1 (stereo unspecified),-2%,-3,0%,2%,19,15%,7%,5,-2.1
O=C(COC(=O)c1ccc(N2CCOCC2)c([N+](=O)[O-])c1)Nc1ccc2c(c1)OCO2,-11%,-5,29%,-2%,5,48%[activator],3%,2,-1.6
COCCN(Cc1nc(-c2ccc(-c3ccccc3)cc2)oc1C)C(C)C,?,2,-3%,5%,11,-75%,-5%,-8,-0.2
CC(=O)CC(=O)Nc1ccc(Cl)cn1,-12%,7,7%,-1%,-6,0%,1%,0,3.3
O=C(OCc1nc2ccccc2s1)c1cccc(N2C(=O)CCC2=O)c1,1%,0,0%,-2%,8,14%,-4%,3,7.6
COc1cc(S(=O)(=O)N2CCOCC2)ccc1NC(=O)CSc1nnc(N)s1,2%,-2,-10%,-11%,13,9%,5%,5,0.5
Brc1ccc2c(c1)[C@H]1OCC[C@H]1[C@@H](c1cccs1)N2,-2%,8,20%,0%,10,?,1%,20,-0.8
Cc1ccc(O)c(C2=NCCNC(C(F)(F)F)=C2)c1,-3%,1,-2%,1%,12,-5%,3%,0,1.8
C#CCOCCOCCOCCNc1nc(N2CCOCC2)nc(N2CCN(C(=O)[C@H](CC(N)=O)n3cc(C(N)[C@@H](C)CC)nn3)CC2)n1 (stereo partly specified),-25%,0,0%,-14%,1,19%,8%,4,1.7
CCN(CC)CCCC(C)NC(=O)c1cc(=O)c2ccccc2o1 (stereo unspecified),4%,-3,2%,-1%,-16,3%,-14%,-4,2.7
Cc1nnc(SCC(=O)N2CCOCC2)[nH]c1=O,7%,-11,0%,-8%,3,5%,4%,9,-3.2
CCCCN(C(=O)c1[nH]c(C)c(C(C)=O)c1C)c1c(N)n(CCCC)c(=O)[nH]c1=O,12%,-1,-7%,-2%,8,-2%,?,1,0.0
Nc1nnc(SCC(=O)OCC(=O)Nc2ccccc2F)s1,-2%,-3,-3%,-7%,-2,3%,-2%,-2,-1.1
c1ccc(-c2nnc(CSc3nncs3)o2)cc1,1%,-28,19%,-10%,-18,7%,9%,-12,0.0
Cc1ccc(C)c(S(=O)(=O)N2CCCCC2CCNC(=O)C(=O)NCc2ccncc2)c1 (stereo unspecified),-11%,1,-4%,-3%,3,-21%,1%,-2,-0.6
CCOC(=O)c1c(NC(=O)c2ccccc2N(C)S(=O)(=O)c2ccccc2)sc2c1CCCC2,3%,1,-1%,-12%,0,?,3%,-5,1.3
CN1CCN(CC(O)COc2ccc(C(=O)O)cc2)CC1 (stereo unspecified),0%,-1,0%,8%,-5,5%,10%,-4,-0.6
N#C/C(=C\c1c(Cl)cccc1Cl)c1nn(-c2ccccc2)c(-n2cccc2)c1C#N,10%,-7,9%,-5%,-16,?,-19%,-7,-0.6
Cc1ccc(N2C(=O)C3C(c4ccccc4)(C2=O)C3(c2ccccc2)c2ccccc2)cc1 (stereo unspecified),4%,·,-15%,-3%,17,?,-2%,21,-0.4
O=C1NC(=Nc2ccccc2Cl)S/C1=C\c1cc([N+](=O)[O-])ccc1O,-19%,-67*,-3%,-21%,-15,12%,-27%,-4,9.8
O=C(NCCN1CCCC1=O)Nc1ccccc1,2%,0,-11%,-6%,-11,7%,11%,0,-3.3
CN(C)C(=S)Nc1nc2ccccc2s1,?,?,-2%,11µM*,2,0.63µM*,5%,-2,-1.7
COc1cccc(CNC(=O)Cn2ccc3cc(S(=O)(=O)N4CCCC4)ccc32)c1,-4%&1%,2,-2%,-13%,-7,7%&-18%,-7%,-4&-8,-1.4
CC(C)NS(=O)(=O)c1cc(F)ccc1CN1C(=O)c2cccnc2C1=O,6%,-2,-2%,-11%,23,-1%,-7%,-3,-2.4
COc1ccc(CCC(=O)Nc2ccc(S(=O)(=O)Nc3ncccn3)cc2)cc1,-12%,-3,-4%,-4%,8,20%,-3%,3,0.6
CCCCNC(=O)C1(C)CCCCN1C(=O)c1ccc(F)cc1Cl (stereo unspecified),8%,-5,3%,-2%,12,14%,4%,8,-0.3
CCOc1ccc(S(=O)(=O)N2CCN(c3c(C)cccc3C)CC2)c2ccccc12,2%,·,-4%,·,·,3%,·,-3,·
O=C(CCn1c(=S)oc2ccccc21)Nc1ccc2c(c1)OCCO2,1%,-1,0%,-12%,25,-32%,5%,-15,-0.3
Cc1ccc(-c2nc3ccc(Cl)cn3c2Cc2ccccc2C(F)(F)F)cc1,-10%,16,1%,-15%,8,?,-7%,5,0.5
CCC(=O)Nc1cc2c3c(c1)CCN3C(=O)CC2,4%,0,-4%,-13%,14,15%,4%,1,1.7
Cc1cn([C@H]2C[C@H](O)[C@@H](CNCc3ccc(C#CCCO)cc3)O2)c(=O)[nH]c1=O,1%,9,-1%,6%,14,12%,1%,2,0.4
O=C(NC1CCCCC1)NC12CC3CC(CC(C3)C1)C2,10%,3,-5%,-10%,6,15%,2%,-1,-0.4
CCCc1cc(=O)n2c([nH]c3ccccc32)c1C#N,-3%,·,-1%,-1%,16,9%,-6%,7,1.2
CC(=O)c1cccc(N(C(=O)c2ccco2)C(C(=O)NC2CCCC2)c2cccs2)c1 (stereo unspecified),-5%,-2,6%,2%,12,?,5%,2,0.6

# Screening data (PubChem)
